Assay outcomes: PubChem, NCI
NCI-60 one-dose screen, 48 h, at 10 µM unless noted. Numbers give growth in % (100 = growth as untreated, 0 = no growth, -100 = all killed).
SR: SR leukemia cells | hit rate 8.7% among 73,000
MDA-MB-468: MDA-MB-468 breast cancer; hit rate 8.5% among 78,000; AID 2202374
HOP-62: HOP-62 NSCLC; hit rate 3.9% among 80,000; AID 1794735
MDA-MB-435: MDA-MB-435 melanoma. hit rate 7.8% among 82,000. AID 1794794
CCRF-CEM: CCRF-CEM leukemia | hit rate 7% among 77,000
MOLT-4: MOLT-4 leukemia cells | hit rate 6.9% among 80,000
RPMI-8226: RPMI-8226 leukemia cells | hit rate 7.5% among 77,000
K-562: K-562 leukemia. hit rate 7.4% among 78,000. AID 1794777
Starred values were filed as active, the others as inactive; . = no result given; & = joins results of further samples. How the source made its calls: active means growth percent below 10; inactive means the rest.

SMILES	SR	MDA-MB-468	HOP-62	MDA-MB-435	CCRF-CEM	MOLT-4	RPMI-8226	K-562
CC[N+](CC)(CC)CCN1C(=O)CCC2(C)C1=CCC1C2CCC2(C)C1CCC2(C)O (centres undefined)	86	101	95	102	104	98	101	104
Cc1ccc2nc(NC(=O)CSc3nc(Nc4ccccc4C(=O)O)c(C#N)c(-c4ccccc4)n3)sc2c1	42	110	89	108	115	101	91	100
Cn1c(O)c(N=Nc2nc(-c3cc4cc(Br)ccc4oc3=O)cs2)c2ccccc21	109	97	105	103	128	116	150	102
COc1cc(/C=C/C(=O)Nc2ccc(-c3nc4ccc(F)cc4s3)cc2)cc(OC)c1OC	88	88	116	108	90	91	87	90
COc1cc2c(=O)[nH]c3cc([N+](=O)[O-])ccc3c2cc1[N+](=O)[O-]	32	.	86	.	46	9.7*	57	49
CN1C(=S)N(C)C2NC(N3CCOCC3)=NC21 (centres undefined)	99	100	95	110	96	93	94	100
COc1cccc(-c2nc3sccn3c2-c2cccc(S(C)(=O)=O)c2)c1	95	89	105	110	98	104	96	96
CC(C)(C)n1cc(-c2ccnc(NCCCNS(=O)(=O)c3cccc(F)c3)n2)c(-c2ccc(F)c(O)c2)n1	72	73	125	92	66	67	71	37
C=CCn1c(SCC(=O)N2CCN(c3cc4c(cc3F)c(=O)c(C(=O)O)cn4C3CC3)CC2)nnc1-c1ccc(OC)c(OC)c1	116	91	97	105	104	107	99	114
CC(C)C(NS(=O)(=O)c1ccc(N=Nc2ccc(N(C)C)cc2)cc1)C(=O)NCCOCCOCC(=O)NC(CCCCNC(=O)C(CCCCNC(=O)CCNC1CCCCC1OC1NCC(C(F)(F)F)CC1Cl)NC(=O)COCCOCCNC(=O)C1CCC(N2CCN(CC3CCC(Cl)CC3)CC2)C([N+](=O)[O-])C1)C(=O)NCCOCCOCC(=O)NC(CCCCNC(=O)CN1CCN(CC(=O)O)CCN(CC(=O)O)CCN(CC(=O)O)CC1)C(=O)O (centres undefined)	69	101	94	103	83	96	91	100
Nc1nc(NC2CC2)c2ncn(C3C=CC(CO)C3)c2n1 (centres undefined)	81	.	104	105	97	77	111	84
Cc1ccc(S(=O)(=O)NN(Cc2ccccc2)Cc2ccccc2)cc1	93	97	104	100	98	99	95	97
COc1ccc(NC(=S)Nc2nc3c(=O)[nH]nc(-c4ccc(OC)cc4)c3s2)cc1	80	107	90	101	106	83	100	102
[2H]C1NCCCC1([2H])c1ccc(-n2cc3cccc(C(N)=O)c3n2)cc1 (centres undefined)	37	90	86	90	83	79	92	78
C[C@@H](CN)NC(=O)c1cc2cc(Cl)c(F)c(F)c2[nH]1	88	84	90	101	98	101	103	95
O=Cc1cn[nH]n1	84	102	107	115	120	94	118	96
O=C(c1ccccc1)c1cnc(=S)[nH]c1-c1ccc(F)cc1	100	107	103	108	105	115	114	107
Cc1nnc(-c2ccc3c(c2)nc(-c2ccccn2)n3C2CCCCC2)o1	82	97	87	104	82	91	89	83
Cc1ccc(-c2c(-c3nc4ccccc4s3)c(N)nc3c(N=Nc4ccc(Br)cc4)c(N)nn23)cc1	140	74	90	103	97	105	101	115
N=C(N)SSC(=N)N	118	108	110	91	95	108	97	108
CC(C(=O)O)c1ccccc1 (centres undefined)	94	108	102	108	117	87	.	102
COc1cc2cc(Oc3ccc(NC(=O)c4cc(C(F)(F)F)cc(C(F)(F)F)c4)cc3)c(C)nc2cc1OCCN1CCOCC1	21	67	89	65	45	66	25	27
CCOC(=O)n1cnc2ncnc(SC)c21	89	90	101	115	79	104	.	.
O=S(=O)(Nc1ccc(NS(=O)(=O)c2ccccc2)c2ccccc12)c1ccccc1	116&98	89&98	106&100	110&104	99&81	101&83	93&90	101&84
Cc1c(C(=O)c2ccc3c(c2)OCO3)ccc2c1OCO2	59	83	89	53	119	116	101	95
O=C(NCc1ccccc1)c1cc2cc(Nc3nc(-c4ccccc4)nc4ccccc34)ccc2oc1=O	20	113	92	105	78	91	90	63
COC(=O)C1CCN(S(=O)(=O)c2ccc(-c3ccccc3)cc2)CC1	76	.	113	111	138	161	144	103
COc1cc(/C=N/NC(=O)c2ccc(NC(=O)c3ccccn3)cc2)cc(OC)c1OC	54	102	104	88	85	82	46	79
COc1ccc(-c2cc3ncnc(Sc4nnc(-c5ccccc5)o4)c3s2)cc1	47	106	84	96	89	68	81	83
Cc1ccc(N2CCN(C(C)C(N)=O)CC2)cc1 (centres undefined)	154	109	109	114	98	117	97	114
O=C1C(Cl)=C(N/N=c2/[nH][nH]/c(=N/NC3=C(Cl)C(=O)c4ccccc4C3=O)c3ccccc23)C(=O)c2ccccc21	20	63	-11*	102	17	11	34	9.7*
Cc1ccc(C[n+]2cc([O-])on2)cc1C	100	109	113	111	111	108	101	103
O=C1CC2(CCN1)CCN(Cc1ccccc1)CC2	.	.	.	103	91	96	.	101
COc1nccc2cc3c(=O)n4c(cc5ccnc(OC)c54)c(=O)n3c12	98	101	102	106	98	94	97	95
Clc1ccc(C2CC(c3cccc(Nc4ccncc4)c3)=NN2c2cc(Cl)cc(Cl)c2)cc1 (centres undefined)	6.1*	85	69	13	11	7.7*	43	1.9*
CC(=O)OC[C@]1(C)C=C2C(=O)[C@](C)(O)C3(CC3)C(C)=C2[C@H]1OC(C)=O	63	22	54	95	95	109	84	93
Cc1nc2cc(O)c(O)cc2cc1Oc1ccc(NC(=O)c2ccc(Cl)c(C(F)(F)F)c2)cc1	58	.	53	95	81	74	85	77
O=C(O)c1ccccc1NCc1ccco1	88	95	96	119	99	104	79	104
O=C(N/N=C/c1ccc(Cl)cc1Cl)c1ccc2nc(-c3ccc(Cl)cc3)[nH]c2c1	-24*	-44*	8.1*	39	16	4.5*	2.8*	8.7*
COc1c(/C=N/N=c2sc(C(=O)c3cc4ccccc4o3)nn2-c2ccccc2)c(O)cc2oc(C)cc(=O)c12	106	112	83	105	102	102	108	98
O=C1N=CC2(N=N2)C(=O)N1	50	104	97	104	71	78	89	72
COCCCNCC(=O)Nc1c(C)cccc1C	100	112	107	112	99	103	108	120
Cc1cc2ccccc2c(O)c1C#N	108	117	85	108	104	108	97	93
CC(=O)OCC1OC(OCC2OC(OC(C)=O)C(OC(C)=O)C(OC(C)=O)C2OC(C)=O)C(OC(C)=O)C(OC(C)=O)C1OC(C)=O (centres undefined)	98	81	98	104	100	104	99	106
CN(C)c1ccc(/C=N/Nc2nc3c([nH]2)c(=O)n(C)c(=O)n3C)cc1	99&83	125&96	124&111	108&111	102&76	105&83	101&73	102&113
O=C(c1ccccc1)C1(O)Oc2ccccc2C1=O (centres undefined)	85	104	110	99	.	91	85	82
CC(N=C(NC#N)Nc1ccncc1)C(C)(C)C (centres undefined)	99	109	.	102	96	78	92	.
COc1ccc(/C=C2\CN(C)CC3=C2Nc2nc(SC)[nH]c(=O)c2C3c2ccc(OC)cc2)cc1 (centres undefined)	91	85	108	90	80	72	80	83
O=C1NC(=O)[C@@H](CC(=O)n2c(-c3ccccc3)nc3ccccc32)N1	.	102	92	105	115	113	116	107
OCc1c(Cl)nc2sccn12	120	.	98	111	157	113	127	123
Next records follow.
SMILES	SR	MDA-MB-468	HOP-62	MDA-MB-435	CCRF-CEM	MOLT-4	RPMI-8226	K-562
O=c1oc2c(Cl)cc(Cl)cc2cc1-c1nc2ccccc2[nH]1	102	97	89	97	102	105	100	108
CCOc1ccccc1Oc1nccc(-c2cn(CC(N)=O)nc2-c2cc(C)cc(OC)c2)n1	93	97	99	102	110	106	108	104
O=C(Cn1cc(CO)nn1)Nc1nc(-c2ccccc2)cs1	112	99	103	102	108	106	117	102
COc1cccc(-c2nn(-c3ccccc3)cc2-c2ccnc(NCCNC(=O)Nc3ccc(Cl)c(Cl)c3)c2)c1	-26*	-17*	5.9*	-67*	8.1*	.	12	2.3*
N#Cc1c(-c2cccc(Cl)c2Cl)cc(-c2c[nH]c3ccccc23)[nH]c1=O	42	46	80	58	33	41	44	30
Nc1ccc(C(=O)C[n+]2ccccc2)cc1	.	109	102	110	106	105	107	105
Cc1ccc(C(=O)NN2C(=O)CSC2c2cccc([N+](=O)[O-])c2)cn1 (centres undefined)	109	105	93	97	91	105	83	99
CCCCCCCCCCCCCCCCCC1=NCCN1CCNC(C)=O	19	114	.	103	40	63	91	26
O=c1[nH]c2ccccc2nc1/C=C/NC(=S)NCc1ccccc1	78	114	94	108	101	100	104	103
COc1cc(/C=N/NC(=O)c2cn(C3CC3)c3cc(N4CCNCC4)c(F)cc3c2=O)ccc1O	91	84	100	98	98	94	97	74
O=[N+]([O-])c1cnc2ccccc2c1N[C@H](CO)c1ccccc1	94	82	88	105	99	96	94	84
CC(O)CSCC(C)O (centres undefined)	97	109	109	132	98	95	103	98
CCCCCCCC12Cc3ccccc3C1=Nc1c(c3ccccc3n1C)C2=O (centres undefined)	83	97	84	105	84	78	92	86
COc1ccc(/C=C2\N=C3N(NC(=O)N3c3ccccc3)C2=O)cc1	95	108	109	78	.	62	102	98
COc1ccccc1C(=O)Nc1cccc(-c2cc(=O)c3c(O)c(OC)c(OC)cc3o2)c1	83	123	83	99	94	93	78	85
CC1=CC(=C2C=CC(=O)C=C2)C=C(C)N1C	119	.	100	103	93	109	.	102
C=CCN(C#N)CC=C	98	106	109	107	97	95	98	90
O=C(CCc1nnc(CN2C(=O)C(=O)c3ccccc32)o1)c1nc2ccccc2[nH]1	.	96	106	102	97	103	105	.

Arranged by molar mass (low to high): 3 of the compounds above
SMILES	SR	MDA-MB-468	HOP-62	MDA-MB-435	CCRF-CEM	MOLT-4	RPMI-8226	K-562
C=CCN(C#N)CC=C	98	106	109	107	97	95	98	90
CC1=CC(=C2C=CC(=O)C=C2)C=C(C)N1C	119	.	100	103	93	109	.	102
O=[N+]([O-])c1cnc2ccccc2c1N[C@H](CO)c1ccccc1	94	82	88	105	99	96	94	84

19 structures out of the list, arranged by count of non-hydrogen atoms, smallest number first:
SMILES	SR	MDA-MB-468	HOP-62	MDA-MB-435	CCRF-CEM	MOLT-4	RPMI-8226	K-562
O=C1N=CC2(N=N2)C(=O)N1	50	104	97	104	71	78	89	72
CC(C(=O)O)c1ccccc1 (centres undefined)	94	108	102	108	117	87	.	102
Nc1ccc(C(=O)C[n+]2ccccc2)cc1	.	109	102	110	106	105	107	105
CN1C(=S)N(C)C2NC(N3CCOCC3)=NC21 (centres undefined)	99	100	95	110	96	93	94	100
COCCCNCC(=O)Nc1c(C)cccc1C	100	112	107	112	99	103	108	120
O=C1CC2(CCN1)CCN(Cc1ccccc1)CC2	.	.	.	103	91	96	.	101
O=c1oc2c(Cl)cc(Cl)cc2cc1-c1nc2ccccc2[nH]1	102	97	89	97	102	105	100	108
O=[N+]([O-])c1cnc2ccccc2c1N[C@H](CO)c1ccccc1	94	82	88	105	99	96	94	84
O=c1[nH]c2ccccc2nc1/C=C/NC(=S)NCc1ccccc1	78	114	94	108	101	100	104	103
CC(=O)OC[C@]1(C)C=C2C(=O)[C@](C)(O)C3(CC3)C(C)=C2[C@H]1OC(C)=O	63	22	54	95	95	109	84	93
COc1cccc(-c2nc3sccn3c2-c2cccc(S(C)(=O)=O)c2)c1	95	89	105	110	98	104	96	96
Cc1nnc(-c2ccc3c(c2)nc(-c2ccccn2)n3C2CCCCC2)o1	82	97	87	104	82	91	89	83
O=C(N/N=C/c1ccc(Cl)cc1Cl)c1ccc2nc(-c3ccc(Cl)cc3)[nH]c2c1	-24*	-44*	8.1*	39	16	4.5*	2.8*	8.7*
O=C(CCc1nnc(CN2C(=O)C(=O)c3ccccc32)o1)c1nc2ccccc2[nH]1	.	96	106	102	97	103	105	.
Clc1ccc(C2CC(c3cccc(Nc4ccncc4)c3)=NN2c2cc(Cl)cc(Cl)c2)cc1 (centres undefined)	6.1*	85	69	13	11	7.7*	43	1.9*
COc1ccc(/C=C2\CN(C)CC3=C2Nc2nc(SC)[nH]c(=O)c2C3c2ccc(OC)cc2)cc1 (centres undefined)	91	85	108	90	80	72	80	83
COc1c(/C=N/N=c2sc(C(=O)c3cc4ccccc4o3)nn2-c2ccccc2)c(O)cc2oc(C)cc(=O)c12	106	112	83	105	102	102	108	98
CC(=O)OCC1OC(OCC2OC(OC(C)=O)C(OC(C)=O)C(OC(C)=O)C2OC(C)=O)C(OC(C)=O)C(OC(C)=O)C1OC(C)=O (centres undefined)	98	81	98	104	100	104	99	106
CC(C)C(NS(=O)(=O)c1ccc(N=Nc2ccc(N(C)C)cc2)cc1)C(=O)NCCOCCOCC(=O)NC(CCCCNC(=O)C(CCCCNC(=O)CCNC1CCCCC1OC1NCC(C(F)(F)F)CC1Cl)NC(=O)COCCOCCNC(=O)C1CCC(N2CCN(CC3CCC(Cl)CC3)CC2)C([N+](=O)[O-])C1)C(=O)NCCOCCOCC(=O)NC(CCCCNC(=O)CN1CCN(CC(=O)O)CCN(CC(=O)O)CCN(CC(=O)O)CC1)C(=O)O (centres undefined)	69	101	94	103	83	96	91	100
